# TbMetRS inhib – blocks T. brucei methionyl-tRNA synthetase activity | purified T. brucei MetRS, ATP depletion, Kinase-Glo luminescence | inhibition, % at 11.9 µM | 360,000 tested, 0.4% active;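 active means inhibition above a per-plate cutoff of the control wells' mean inhibition plus 3 SD, cut at about 5.5% in these data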;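 further: 0% = DMSO wells median and 100% = median of wells with control inhibitor compound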
#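 Assay system: T. brucei methionyl-tRNA synthetase, purified | Medium: HEPES buffer with MgCl2, KCl, DTT, spermine, BSA, pyrophosphatase | Compound: 11.9 µM single point | Incubation: 15 min enzyme-compound preincubation, 2 h reaction, 10 min detection, 25 °C | Measured by: Kinase-Glo luciferase luminescence reporting remaining unconsumed ATP | Measure: % inhibition normalized to control-well medians | Replication: Singlicate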
# FAS-TE inh – FAS thioesterase (human) inhibition | 360,000 tested, 0.67% active | P49327 | inhibition, % at 15 µM | AID 602261 | recombinant FAS-TE, OMFH fluorogenic substrate, fluorescence endpoint;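 active means compounds whose normalised, plate-corrected inhibition of enzyme fluorescence in the single-dose primary screen is 50% or more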;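 further: 0% = DMSO with enzyme and 100% = substrate without enzyme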
# bovine MsrA act – activates bovine MsrA enzyme; activation, % at 10.6 µM; 360,000 tested, 0.3% active; AID 602163; purified bovine MsrA, absorbance read-out; in the data active means activation above about 7.5%;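 further: 0% = vehicle and 100% = reference activator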
# MT1-MMP act inh – inhibitors of human MT1-MMP activation. P50281. HT1080 RFP-PRO-GFP cells, GFP/RFP ratio fluorescence, overnight; percent of plate control window, DMSO zero. GFP/RFP ratio change, % at 20 µM. 360,000 tested, 0.061% active. AID 651647;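 active means GFP/RFP ratio change of at least 30% with cell ATP level not reduced by more than half and red fluorescence within 50% of control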; further: strong numbers were not always called active
#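 Read-out: GFP/RFP fluorescence ratio; Test system: RFP-PRO-GFP reporter HT1080 cells; Compound dosing: single-point 20 µM compound, 1% DMSO; Times: overnight compound exposure at 37 °C.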
# SKN-1 block – blocks SKN-1 activity in C. elegans | C. elegans VP596 Pgst-4::GFP/RFP ratio, acrylamide-induced, 24 h | inhibition, % at 21.8 µM | 360,000 tested, 0.49% active | AID 624304;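 active means interference check ratio from 0.5 to 1.5 plus GFP to RFP signal ratio inhibition reaching or exceeding a fixed threshold, cut at about 30% in these data, passing the limit was not always enough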; further: some compounds called inactive have numbers as strong as hits
# MLLE-PAM2 inh – inhibitors of microRNA-mediated deadenylation, human PABP1 MLLE binding. P11940. GST-MLLE / FITC-PAM2 fluorescence polarization. inhibition, % at 20 µM. 360,000 tested, 0.36% active; in the data active means inhibition above about 35%, passing the limit was not always enough;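 further: plate controls were DMSO wells with GST-MLLE for no effect and wells lacking GST-MLLE protein for full effect; some results filed as inactive read as strong as hits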
# MsrA inhibitor – inhibits bovine methionine sulfoxide reductase A | purified bovine MsrA, absorbance read-out | inhibition, % at 15.5 µM | 360,000 tested, 0.75% active; in the data active means inhibition above about 4.5%;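 further: 0% = vehicle wells with enzyme and 100% = reference inhibitor wells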
# eLon inh – inhibitors of E. coli Lon protease; 360,000 tested, 0.42% active; AID 602123; inhibition, % at 7.94 µM; P0A9M0; purified E. coli Lon protease, fluorescence polarization; in the data active means inhibition above about 13%, passing the limit was not always enough;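 further: 0% = enzyme with probe and DMSO and 100% = no enzyme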
# Target sequence (P0A9M0 whole entry, looked up): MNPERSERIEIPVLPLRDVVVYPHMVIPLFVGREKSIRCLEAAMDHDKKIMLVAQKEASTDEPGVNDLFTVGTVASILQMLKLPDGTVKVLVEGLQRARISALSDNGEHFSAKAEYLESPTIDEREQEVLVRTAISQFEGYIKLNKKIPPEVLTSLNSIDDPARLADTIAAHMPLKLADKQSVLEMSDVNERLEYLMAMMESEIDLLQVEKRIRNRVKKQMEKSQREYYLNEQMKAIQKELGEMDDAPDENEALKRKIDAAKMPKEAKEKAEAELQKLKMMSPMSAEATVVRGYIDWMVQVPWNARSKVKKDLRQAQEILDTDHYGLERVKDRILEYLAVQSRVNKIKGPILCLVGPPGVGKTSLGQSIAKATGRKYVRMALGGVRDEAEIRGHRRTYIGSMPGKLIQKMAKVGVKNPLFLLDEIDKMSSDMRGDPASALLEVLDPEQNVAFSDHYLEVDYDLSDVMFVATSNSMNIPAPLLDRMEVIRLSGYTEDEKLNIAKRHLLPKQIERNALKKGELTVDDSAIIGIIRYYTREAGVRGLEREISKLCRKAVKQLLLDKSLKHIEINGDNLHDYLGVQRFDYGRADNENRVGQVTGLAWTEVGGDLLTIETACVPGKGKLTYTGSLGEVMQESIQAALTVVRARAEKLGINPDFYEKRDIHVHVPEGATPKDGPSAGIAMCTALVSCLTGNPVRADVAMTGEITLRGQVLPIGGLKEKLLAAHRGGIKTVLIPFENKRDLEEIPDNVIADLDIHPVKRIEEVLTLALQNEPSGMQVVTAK
# NRP1-CendR mod – NRP-1/CendR interaction modulation. O14786. inhibition, % at 25 µM. 360,000 tested, 0.85% active. FAM-RPARPAR peptide binding to NRP-1, fluorescence polarization;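 active means inhibition or corrected inhibition above about 18%, plus a signal ratio from 0.5 to 1.5, limit read from the data, passing the limit was not always enough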; further: strong numbers were not always called active
# * hit, by the source's call; x = not tested or not shown. Random draw from the library; about 4% have a hit in one of these screens.
# Every second line gives: TbMetRS inhib	FAS-TE inh	bovine MsrA act	MT1-MMP act inh	SKN-1 block	MLLE-PAM2 inh	MsrA inhibitor	eLon inh	NRP1-CendR mod
NC(=O)C1=C[C@H](c2ccc(C(F)(F)F)cc2)C[C@H](OCc2ccc(CO)cc2)O1
 : 0.1	-3	-1	3	7	18	0.2	-8	-8
CCOC(=O)c1oc2ccc(Br)cc2c1COC(=O)C1=COCCO1
 : -0.3	14	-1	4	12	-9	0.2	-4	10
CCN(CC)S(=O)(=O)c1ccc(-c2nnc(SCC(=O)Nc3ccc(OC)c(OC)c3)o2)cc1
 : 0.4	-8	1	-4	15	-2	-1.3	0	-6
Cn1c(=O)[nH]c2ccc([N+](=O)[O-])nc21
 : -0.2	-6	1	2	-2	17	2.3	12	1
COc1ccc(NC(=O)c2ccc(CN3CCc4ccccc4C3)cc2)c(OC)c1
 : -0.6	29	-4	3	-5	-9	0.9	-4	10
O=C1CCCCN1CC(=O)N1CCCC(Nc2ccc(F)cc2)C1 (centres undefined)
 : -0.6	-3	-2	-3	-3	7	0.2	11	9
COc1ccc(NC(=O)CSc2nnc(-c3ccc(C)cc3)n2N)cc1
 : 0.1	-3	-2	3	-6	-73	-0.7	3	-7
CCOC(=O)c1ccccc1NC(=O)CSc1nc2ccccc2c(=O)[nH]1
 : -0.9	2	-10	2	-7	9	-0.3	7	0
CC(=O)c1ccccc1NS(C)(=O)=O
 : 0.2	-5	-1	2	1	1	0.4	-8	14
O=C1NC(=S)NC1=Cc1ccc(O)cc1
 : 0.0	-9	2	0	18	-109	1.3	-72	-18
Cn1c(SC2CCCCC2=O)nnc1-c1ccccc1F (centres undefined)
 : 1.2	-3	-2	-7	6	-23	0.0	1	-7
Cn1c(=O)[nH]c(=O)c2c1nc(N(CCO)Cc1ccccc1)n2Cc1ccccc1Cl
 : -0.3	0	2	-7	4	-10	0.1	-1	-9
O=[N+]([O-])c1ccc(NCCNc2ccc(Cl)nn2)cc1
 : 11*	4	-2	2	-9	0	1.2	-10	2
N#Cc1c(-c2ccc(F)cc2)cc(C2CC2)nc1SCC(=O)c1cccs1
 : -1.1	26	-10	-14	-5	5	0.0	-7	-7
O=C(O)CNC(=O)c1cccc(C(F)(F)F)c1
 : -2.2	-10	-17	2	-7	-3	0.1	2	-8
COc1ccc(CC(=O)NNC(=O)c2nn(Cc3ccccc3)c(=O)c3ccccc23)cc1OC
 : -0.1	1	-1	-1	-7	-3	-1.2	-2	5
Cc1ccccc1CSc1nc(C(C)(C)C)cc(=O)[nH]1
 : -1.1	-1	-12	4	0	2	0.6	0	6
CCOCCCNC(=O)CCc1nnc2n(CCC(C)C)c(=O)c3ccccc3n12
 : -0.9	6	-2	-2	11	-9	0.2	-2	9
COc1cc(NS(=O)(=O)c2ccc3[nH]c(=O)oc3c2)cc(OC)c1
 : -0.9	-5	-16	-1	11	-13	1.0	-2	-4
O=C(OCc1cc(=O)n2c(n1)sc1ccccc12)c1cccc(O)c1
 : -0.9	7	-10	1	0	-16	0.7	-7	-19
O=[N+]([O-])c1ccc(Sc2ccccc2)nc1
 : 0.9	6	-3	0	12	1	1.2	-7	1
O=C(COC(=O)CSc1ccc(F)cc1)NC1CC1
 : -0.2	-3	1	2	15	-4	-1.1	-3	-13
CC(=O)Oc1ccc(N(C(C)=O)S(=O)(=O)c2ccc(Cl)cc2)c2ccccc12
 : -1.8	10	-1	3	-10	1	1.3	-12	6
Cc1cc(C)nc(/N=C2\NC(=O)CC3C(=O)NCCN23)n1 (centres undefined)
 : -0.4	-10	-4	0	22	13	1.7	-6	1
O=C(O)c1ccccc1C(=O)NCC(O)COCC1CC=CCC1 (centres undefined)
 : 0.6	-7	-1	3	4	5	0.7	-6	1
CC(C)NC(=O)COC(=O)c1ccccc1Oc1ccccc1
 : 0.4	0	0	-5	-15	5	1.6	-1	11
COCCNC(=O)c1ccc2c(c1)S(=O)(=O)c1ccccc1C2=O
 : -0.3	-9	-5	5	10	-7	1.1	0	-2
CCOc1ccccc1OCCCNCc1ccco1
 : -0.8	-9	13*	4	9	-7	0.5	-10	-12
O=C(NC1CCCC1)C(c1ccccn1)N(C(=O)c1csnn1)c1ccccc1Cl (centres undefined)
 : -0.6	-5	-6	1	0	6	-0.6	3	1
CN(CC(=O)Nc1cccc(F)c1)C(=O)c1cccc(S(=O)(=O)N2CCN(c3ccccc3)CC2)c1
 : -0.6	14	-6	1	7	-5	-0.9	7	7

# Next section:
compound | TbMetRS inhib | FAS-TE inh | bovine MsrA act | MT1-MMP act inh | SKN-1 block | MLLE-PAM2 inh | MsrA inhibitor | eLon inh | NRP1-CendR mod
CCOC(=O)N1CCN(Cc2nc(N)nc(Nc3ccccc3C)n2)CC1 | 0.5 | -3 | -2 | 2 | 0 | 9 | x | -8 | 4
Cc1ccc(NC(=O)CCCCCN2C(=O)[C@@H]3Cc4ccccc4CN3C2=O)c(C)c1 | -0.2 | 0 | -3 | 2 | 20 | -15 | -1.0 | 10 | 12
COc1ccc(N(C(=O)Cc2cccs2)C(C(=O)NC2CCCC2)c2ccncc2)cc1 (centres undefined) | 0.7 | 1 | -3 | 1 | 2 | -5 | -0.4 | 0 | 4
OC1C2(Cc3ccccc3)CN3CCN(C2)CC1(Cc1ccccc1)C3 (centres undefined) | 0.4 | -4 | -2 | 5 | 8 | 13 | 2.5 | -2 | -4
COc1ccc(NC(=O)CC2C(=O)NCCN2C(=O)c2ccc(Cl)cc2)cc1 (centres undefined) | -0.6 | -2 | -6 | -6 | -4 | 2 | -0.3 | -4 | -2
Cc1ccc(S(=O)(=O)NCc2cn3c(C)csc3n2)cc1 | -0.5 | -2 | 2 | 0 | 12 | 14 | 0.5 | -8 | 13
Clc1ccccc1Oc1cnc2ccccc2n1 | -1.1 | 8 | -1 | -5 | 26 | -8 | -0.1 | -4 | -8
O=C(Nc1ccon1)c1csc2c1CCCC2 | 0.0 | -3 | 0 | -1 | 29 | 22 | 0.4 | -8 | 4
Cc1ccc(/C(N)=N/OC(=O)CCc2ccccc2)cc1 | -0.5 | 8 | -3 | 7 | 9 | -5 | 0.2 | -6 | 4
Cc1ccc(S(=O)(=O)N2CCC(C(=O)N3CCN(c4ccccn4)CC3)CC2)cc1 | -0.1 | 0 | -2 | 0 | 17 | -2 | -0.1 | -4 | 5
CCOC(=O)C1CCN(C(=O)CN2C(=O)c3ccccc3Sc3ncccc32)CC1 | -0.5 | -2 | -3 | 0 | 19 | 3 | -0.1 | -6 | -4
Cc1cc(C)cc(OCCCCCNCCO)c1 | 0.3 | -5 | -7 | 2 | -11 | 3 | 0.8 | -3 | -8
Cc1cc(C)cc(NC(=O)C2CC3CCC2C3)c1 (centres undefined) | 0.1 | 4 | -1 | 0 | 13 | -10 | -0.3 | -7 | -2
CC(C)C[C@H]1CN=C(Nc2ccccc2)N1CCCC1CCCC1 | -0.5 | -63 | -8 | -6 | 15 | 3 | -1.5 | 12 | 9
COc1cccc(N2CCN(S(=O)(=O)c3ccc(CN4C(=O)c5cccnc5C4=O)cc3)CC2)c1 | -0.3 | -3 | 4 | 1 | -1 | -2 | -0.3 | -5 | 4
COc1ccc(N/N=C(/C(N)=O)C2=NC(C)(C)Cc3ccccc32)cc1 | -0.3 | 34 | 0 | -2 | 15 | -2 | 1.6 | 1 | -11
C/C=C/c1cc(OC)c2c(c1)[C@H](C)[C@@H](c1ccc(O)c(OC)c1)O2 | -0.4 | 9 | -7 | 6 | 1 | -9 | 0.6 | 6 | 1
CCOC(=O)N1CCC(Nc2c(-c3ccc(C)cc3)c(=O)c2=O)CC1 | 0.2 | -4 | -4 | -4 | -3 | -5 | 4.9* | 3 | -2
COc1cccc2sc(Nc3nnc(-c4ccc(F)cc4)o3)nc12 | -0.6 | 12 | -1 | -1 | -18 | -2 | 1.8 | 3 | -4
CCN(c1ccccc1C)S(=O)(=O)c1cc2c3c(c1)CCN3C(=O)CC2 | -0.3 | -13 | -1 | 6 | 15 | -10 | -1.1 | 5 | 10
O=C(NC1=NCCS1)C1COc2ccccc2O1 (centres undefined) | -0.5 | -4 | 1 | 2 | -3 | -16 | 1.1 | -12 | 8
c1ccc2c(c1)nc1n2CCC1 | -0.3 | -5 | -9 | -3 | -12 | 1 | -0.2 | -9 | 4
COc1cccc(-c2cc(C(=O)Nc3cc(C)nn3-c3ccccc3)no2)c1 | 0.1 | -4 | -4 | 0 | -13 | 2 | -0.4 | -1 | -4
CCOC(=O)C1=C(COC(=O)CCOc2cc(C)ccc2C)NC(=O)NC1C (centres undefined) | 0.1 | -5 | -4 | 0 | -15 | 5 | 0.2 | -6 | -2
Cc1ccccc1OCC(=O)OCC(=O)NC12CC3CC(CC(C3)C1)C2 | -0.4 | -5 | -3 | -1 | 5 | -25 | -0.6 | -2 | -5
COc1ccc(S(=O)(=O)NCCSCc2ccco2)cc1 | -1.7 | 0 | -13 | -4 | -30 | 28 | 0.4 | 0 | 6
COc1cccc(NC(=O)CSc2nnnn2C(C)C)c1 | 0.3 | -1 | -2 | 17 | 1 | 1 | 2.7 | 0 | -5
COc1ccnc(Oc2ccc(F)cc2)c1C(=O)N/C=N/OCc1cccc(F)c1 | -0.8 | 3 | -4 | 5 | 0 | 5 | 1.4 | -5 | 1
CC1CCC(C(C)C)C(OC(=O)COC(=O)c2ccc(N)cc2)C1 (centres undefined) | -0.7 | 40 | -4 | 2 | 11 | -16 | -0.8 | -1 | 15
N=c1n(CC(=O)c2cccc([N+](=O)[O-])c2)c2ccccc2n1Cc1ccccc1 | -0.2 | 50 | 0 | 1 | 6 | 2 | -1.0 | 4 | -5
Cc1ccc2cccc(N)c2n1 | -0.1 | 2 | -4 | 1 | 7 | 6 | 0.8 | 31* | 8
C/C(=N\NC(=O)COc1ccc(C(C)(C)C)cc1)c1ccc(OC(F)F)cc1 | 0.4 | 26 | -2 | 4 | -6 | 3 | -1.5 | -3 | 5
CCn1nc(C(=O)OCC(=O)N2c3ccccc3CC2C)c2ccccc2c1=O (centres undefined) | 0.2 | 10 | -1 | 3 | -10 | 3 | 0.0 | -4 | 1

# Records listed so far shown as hits in eLon inh.
compound,bovine MsrA act,MT1-MMP act inh,SKN-1 block,MLLE-PAM2 inh,MsrA inhibitor,eLon inh,NRP1-CendR mod
Cc1ccc2cccc(N)c2n1,-4,1,7,6,0.8,31*,8

# Profiles from above.
# `Cc1ccc(/C(N)=N/OC(=O)CCc2ccccc2)cc1` is listed with TbMetRS inhib = -0.5; FAS-TE inh = 8; bovine MsrA act = -3; MT1-MMP act inh = 7; SKN-1 block = 9; MLLE-PAM2 inh = -5; MsrA inhibitor = 0.2; eLon inh = -6; NRP1-CendR mod = 4
# `CCN(c1ccccc1C)S(=O)(=O)c1cc2c3c(c1)CCN3C(=O)CC2` is listed with TbMetRS inhib = -0.3; FAS-TE inh = -13; bovine MsrA act = -1; MT1-MMP act inh = 6; SKN-1 block = 15; MLLE-PAM2 inh = -10; MsrA inhibitor = -1.1; eLon inh = 5; NRP1-CendR mod = 10

# Compound activity: PubChem, several laboratories
